Bioassay records (PubChem)
HSP90 refold inh: HSP90 refolding inhibition in rabbit reticulocyte lysate | luciferase refolding luminescence, 3 h | inhibition, % at 5.6 µM | 0.91% of 290,000 active;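 active = inhibition above the screen-wide mean plus 3 SD, computed separately per campaign, cut at about 16% in these data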;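 note: 0% = DMSO wells and 100% = 60 µM geldanamycin wells; inhibitors lower the luminescence because luciferase stays unfolded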
GSK3A inh: human GSK-3 alpha kinase inhibition; P49840; ADP-Glo luminescence, 60 min; inhibition, % at 10 µM; 0.1% of 320,000 active; AID 2650;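 in the data active = inhibition above about 50%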;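 note: GST-tagged GSK-3 alpha with peptide substrate and 25 µM ATP; 0% = DMSO neutral wells and 100% = GW8510 positive control wells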
Target sequence (P49840 whole entry, looked up): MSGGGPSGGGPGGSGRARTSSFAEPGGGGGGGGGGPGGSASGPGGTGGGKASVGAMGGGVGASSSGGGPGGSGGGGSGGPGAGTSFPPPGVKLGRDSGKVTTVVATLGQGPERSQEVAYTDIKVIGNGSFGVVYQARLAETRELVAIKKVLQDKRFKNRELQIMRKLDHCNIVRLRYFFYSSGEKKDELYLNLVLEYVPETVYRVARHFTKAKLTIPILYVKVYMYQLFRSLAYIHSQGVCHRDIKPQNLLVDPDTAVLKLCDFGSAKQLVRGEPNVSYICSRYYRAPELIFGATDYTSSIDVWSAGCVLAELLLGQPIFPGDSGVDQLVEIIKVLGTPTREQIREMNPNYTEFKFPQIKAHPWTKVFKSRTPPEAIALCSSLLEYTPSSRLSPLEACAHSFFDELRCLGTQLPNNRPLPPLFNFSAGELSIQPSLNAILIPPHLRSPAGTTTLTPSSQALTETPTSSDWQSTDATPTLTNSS
GSK3B inh: inhibitors of human GSK3beta kinase; P49841; GST-GSK3beta kinase, ADP-Glo luminescence, 60 min; hits give low values; activity score (negative = inhibition), % at 10 µM; 0.038% of 300,000 active;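 active = more than half of replicate wells score below -50%, meaning over 50% inhibition versus plate controls; inconclusive = some replicates but at most half score below -50%; inactive = no replicate scores below -50%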;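 note: 0% = median DMSO wells and -100% = median GW8510 positive control wells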
Target sequence (P49841 whole entry, looked up): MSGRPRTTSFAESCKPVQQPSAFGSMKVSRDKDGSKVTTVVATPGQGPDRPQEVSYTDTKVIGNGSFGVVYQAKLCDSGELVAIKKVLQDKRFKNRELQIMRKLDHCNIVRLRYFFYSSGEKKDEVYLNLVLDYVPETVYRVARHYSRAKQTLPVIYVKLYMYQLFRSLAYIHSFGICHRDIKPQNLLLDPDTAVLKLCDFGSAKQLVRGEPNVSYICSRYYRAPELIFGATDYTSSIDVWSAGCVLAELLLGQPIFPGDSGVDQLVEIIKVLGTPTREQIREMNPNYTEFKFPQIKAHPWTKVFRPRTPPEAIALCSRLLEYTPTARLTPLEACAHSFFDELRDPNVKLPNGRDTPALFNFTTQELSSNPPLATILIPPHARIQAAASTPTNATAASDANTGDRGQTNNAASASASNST
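Assay system: GST-tagged human GSK3beta kinase, cell-free; Input: 1.6 ng GSK3beta; Medium: Tris/MgCl2 kinase buffer; Timing: 60 min enzyme reaction, room temperature; Signal: ADP-Glo luminescence quantifying ADP generated by kinase; Evaluation: score relative to plate controls; Benchmarks: DMSO neutral wells and GW8510 at 20 µM as positive.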
Dyrk1A ADPGlo: Dyrk1A (rat) kinase inhibition | Q63470 | ADP-Glo luminescence, NFATc1 peptide | inhibition, % at 12.5 µM | 0.43% of 310,000 active | AID 504441; in the data active = inhibition above about 50%;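 note: plate controls were vehicle with enzyme for no effect and no enzyme for full effect; many of its hits are not listed in these tables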
IEC-6 cytotox: IEC-6 cytotoxicity, counter-screen for KLF5 inhibitors. luminescence viability. inhibition, % at 5 µM. 0.78% of 290,000 active. AID 1825; in the data active = inhibition above about 22%;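 note: 0% = plate median of test compound wells and 100% = cytotoxic reference compound wells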
HSF-1 act: increases HSF-1 driven luciferase reporter signal | NIH3T3-HGL HSF-1 luciferase reporter, MG132, 8 h; 100% = twice DMSO control signal | activation, % at 9 µM | 1.7% of 300,000 active;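 active = mean replicate activation of at least 50% with a set share of replicates each reaching 50%; inconclusive = only one of those two conditions met; inactive = mean below 50% and too few replicates reaching it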;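 note: 0% = median of the neutral control wells and 100% = twice that signal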
HSF1 inh: HSF1 inhibition; NIH3T3-HGL HSE-luciferase, MG132-induced, luminescence 8 h; hits give low values; activity change, negative = inhibition, % at 7.5 µM (by protocol); 0.77% of 300,000 active;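 active = more than half of replicate wells show activity change below -50%, luminescence cut by over half; inconclusive = some wells, but at most half, below -50%; inactive = no replicate well below -50%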;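 note: luciferase reports HSF-1 transcriptional activity via heat shock element; 0% = median of DMSO wells and -100% = zero luminescence signal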
aSyn UTR inh: MLPCN primary screen, SNCA 5' untranslated region; alpha-synuclein 5'UTR reporter, inhibitor activity; inhibition, % (tested at 7.5 µM); 0.82% of 300,000 active; AID 1813; in the data active = inhibition above about 60%; inconclusive = no clear call, values can overlap the other calls;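 note: H4 neuroglioblastoma cells stably carrying SNCA 5'UTR luciferase fusion; 0% = DMSO wells and 100% = positive control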
Platelet DG rel: modulates dense granule release in human platelets | 0.22% of 300,000 active | human platelet-rich plasma, SFLLRN dense granule ATP release, luminescence | inhibition, %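 (compounds screened at 7.5 µM in platelet-rich plasma)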;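 active = mean replicate score, as percent of positive control, at or above 50; inconclusive = mean below 50 but at least one replicate at or above 50; inactive = mean and every replicate below 50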
KLF5 inhibitor: suppresses KLF5 promoter-driven expression; DLD-1 KLF5 promoter-luciferase reporter, luminescence; inhibition, % at 5 µM; 0.23% of 290,000 active; AID 1700;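 active = inhibition above a per-plate limit of that plate's mean compound inhibition plus 3 SD, cut at about 60% in these data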;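 note: 0% = DMSO wells and 100% = LY294002 at 200 µM; higher means less KLF5 promoter-driven luciferase light; inactives centre near -14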
The depositor's hits bear a star.

What do the screens show for `CCc1ccc(NC(=O)CSc2ccc(-c3ccccn3)nn2)cc1`?
HSP90 refold inh: 4.7; GSK3A inh: 12.8; GSK3B inh: 1.2; Dyrk1A ADPGlo: -0.4; IEC-6 cytotox: 18.4; HSF-1 act: 15.9; HSF1 inh: 3.7; aSyn UTR inh: 7.1; Platelet DG rel: -12.6; KLF5 inhibitor: -23.6

Results for Cc1cc(C)n(-c2nc3c(c(=O)[nH]c(=O)n3C)n2CCc2ccccc2)n1 ?
HSP90 refold inh: 0.1; GSK3A inh: 0.1; GSK3B inh: -0.9; Dyrk1A ADPGlo: -0.2; IEC-6 cytotox: 3.7; KLF5 inhibitor: -28.0

What do the screens show for `COc1cc(NC(=O)c2ccccc2F)ccc1NC(=O)c1cc2ccccc2o1`?
HSP90 refold inh: 0.4; GSK3A inh: -3.0; GSK3B inh: 1.1; Dyrk1A ADPGlo: -1.4; IEC-6 cytotox: 6.0; HSF-1 act: -4.0; HSF1 inh: -0.8; aSyn UTR inh: -67.2; Platelet DG rel: -2.8; KLF5 inhibitor: -23.3

How did CCOC(=O)N1CCN(Cc2nc3c(c(=O)n(C)c(=O)n3C)n2CCCc2ccccc2)CC1 do in these assays?
HSP90 refold inh: 1.0; GSK3A inh: -1.0; GSK3B inh: 2.4; Dyrk1A ADPGlo: 1.3; IEC-6 cytotox: -0.1; HSF-1 act: -2.7; HSF1 inh: -0.6; aSyn UTR inh: -7.9; Platelet DG rel: -1.6; KLF5 inhibitor: -8.4

How did CCOC(=O)N1CCN(C(=O)c2cc3c(s2)-c2c(C)cccc2OC3)CC1 do in these assays?
HSP90 refold inh: -0.2; GSK3A inh: -2.4; GSK3B inh: -1.9; Dyrk1A ADPGlo: -4.0; IEC-6 cytotox: -1.0; HSF-1 act: -5.6; HSF1 inh: -4.3; aSyn UTR inh: 8.6; Platelet DG rel: 0.8; KLF5 inhibitor: -19.2

Results for Nc1nnc(/C=C/c2ccccc2Cl)s1 ?
HSP90 refold inh: 2.1; GSK3A inh: -1.0; GSK3B inh: 2.2; Dyrk1A ADPGlo: -4.9; IEC-6 cytotox: -0.7; HSF-1 act: 69.6*; HSF1 inh: 34.9; aSyn UTR inh: -81.3; Platelet DG rel: -7.5; KLF5 inhibitor: -73.5

Results for Brc1ccc(-c2c[n+]3c(n2-c2ccccc2)SCC3)cc1 ?
HSP90 refold inh: -0.3; GSK3A inh: -0.8; GSK3B inh: -3.8; IEC-6 cytotox: 1.7; HSF-1 act: 0.4; HSF1 inh: -5.2; aSyn UTR inh: -22.5; Platelet DG rel: 7.6; KLF5 inhibitor: -19.1

What do the screens show for `O=C(NCc1cccnc1)c1cc(Cl)ccc1[N+](=O)[O-]`?
HSP90 refold inh: 2.2; GSK3A inh: -3.9; GSK3B inh: 1.7; Dyrk1A ADPGlo: -3.4; IEC-6 cytotox: 0.7; HSF-1 act: -9.9; HSF1 inh: 1.3; aSyn UTR inh: -41.8; Platelet DG rel: 23.8; KLF5 inhibitor: -12.8

How did CC1CCCC(C)N1C(=O)COc1ccc(F)cc1 (stereo not drawn) do in these assays?
HSP90 refold inh: 2.1; GSK3A inh: -3.2; GSK3B inh: 0.1; Dyrk1A ADPGlo: 1.0; IEC-6 cytotox: 10.2; HSF-1 act: -6.7; HSF1 inh: -6.0; aSyn UTR inh: 3.6; Platelet DG rel: 5.5; KLF5 inhibitor: 12.1

How did O=C(Nc1ccc(Cl)cn1)c1ccc(-c2ccc(Cl)c(Cl)c2)o1 do in these assays?
HSP90 refold inh: -1.7; GSK3A inh: -0.8; GSK3B inh: 0.3; Dyrk1A ADPGlo: -6.0; IEC-6 cytotox: 6.7; HSF-1 act: -8.6; HSF1 inh: -2.3; aSyn UTR inh: 18.9; Platelet DG rel: inconclusive; KLF5 inhibitor: 2.1

How did CN(C)S(=O)(=O)c1cccc(NC(=O)CCNC(=O)c2ccccc2Cl)c1 do in these assays?
HSP90 refold inh: 1.9; GSK3A inh: -0.5; GSK3B inh: -0.3; Dyrk1A ADPGlo: -1.8; IEC-6 cytotox: 0.3; HSF-1 act: 8.8; HSF1 inh: 2.4; aSyn UTR inh: 15.5; Platelet DG rel: -0.7; KLF5 inhibitor: -41.3

Results for O=C(Nc1n[nH]c(=S)s1)c1ccco1 ?
HSP90 refold inh: -1.3; GSK3A inh: 2.4; GSK3B inh: -1.5; Dyrk1A ADPGlo: 0.6; IEC-6 cytotox: -7.8; HSF-1 act: 1.9; HSF1 inh: -2.2; aSyn UTR inh: -17.1; Platelet DG rel: -8.1; KLF5 inhibitor: -42.7

2 records drawn at random from those above, as already listed:
How did O=C(Nc1ccc(Cl)cn1)c1ccc(-c2ccc(Cl)c(Cl)c2)o1 do in these assays?
HSP90 refold inh: -1.7; GSK3A inh: -0.8; GSK3B inh: 0.3; Dyrk1A ADPGlo: -6.0; IEC-6 cytotox: 6.7; HSF-1 act: -8.6; HSF1 inh: -2.3; aSyn UTR inh: 18.9; Platelet DG rel: inconclusive; KLF5 inhibitor: 2.1

How did CCOC(=O)N1CCN(Cc2nc3c(c(=O)n(C)c(=O)n3C)n2CCCc2ccccc2)CC1 do in these assays?
HSP90 refold inh: 1.0; GSK3A inh: -1.0; GSK3B inh: 2.4; Dyrk1A ADPGlo: 1.3; IEC-6 cytotox: -0.1; HSF-1 act: -2.7; HSF1 inh: -0.6; aSyn UTR inh: -7.9; Platelet DG rel: -1.6; KLF5 inhibitor: -8.4

Other results
What do the screens show for `O=C(O)C1CC(=O)N(c2ccc(Br)cc2)C1` (stereo not drawn)?
HSP90 refold inh: 4.7; GSK3A inh: -2.4; GSK3B inh: 1.8; Dyrk1A ADPGlo: 2.1; IEC-6 cytotox: -3.1; HSF-1 act: 23.1; HSF1 inh: 2.8; aSyn UTR inh: 8.8; Platelet DG rel: -0.2; KLF5 inhibitor: -57.7

How did Nc1cccc(-c2ccc(CO)o2)c1 do in these assays?
HSP90 refold inh: 12.1; GSK3A inh: 0.7; GSK3B inh: 0.5; Dyrk1A ADPGlo: -5.9; IEC-6 cytotox: 2.1; HSF-1 act: 12.3; HSF1 inh: -5.7; aSyn UTR inh: -21.4; Platelet DG rel: 3.9; KLF5 inhibitor: -37.2

What do the screens show for `c1ccc(NC(c2ccccc2)c2ccncc2)cc1` (stereo not drawn)?
HSP90 refold inh: -3.8; GSK3A inh: -5.1; GSK3B inh: 0.0; Dyrk1A ADPGlo: -1.2; IEC-6 cytotox: -9.1; HSF-1 act: -3.1; HSF1 inh: -5.8; aSyn UTR inh: -8.9; Platelet DG rel: -2.0; KLF5 inhibitor: -1.4

What do the screens show for `C/C(NC(=O)c1ccccc1)=C1/C(=O)CC2C1C2(C)C` (stereo not drawn)?
HSP90 refold inh: -5.3; GSK3A inh: -1.8; GSK3B inh: -1.2; Dyrk1A ADPGlo: -6.0; IEC-6 cytotox: -2.0; HSF-1 act: 13.4; HSF1 inh: 21.1; aSyn UTR inh: -98.8; Platelet DG rel: -4.5; KLF5 inhibitor: -32.8

How did CCOC(=O)N1CCC(Nc2c(Nc3ccc(F)cc3)c(=O)c2=O)CC1 do in these assays?
HSP90 refold inh: 3.0; GSK3A inh: -0.1; GSK3B inh: -0.6; Dyrk1A ADPGlo: -4.7; IEC-6 cytotox: -5.3; HSF-1 act: 7.2; HSF1 inh: -0.5; aSyn UTR inh: -11.2; Platelet DG rel: 7.5; KLF5 inhibitor: -18.3

What do the screens show for `CCOC(=O)C(=O)Nc1nnc(SCc2ccc(F)cc2)s1`?
HSP90 refold inh: 4.0; GSK3A inh: -6.7; GSK3B inh: -7.4; Dyrk1A ADPGlo: 2.5; IEC-6 cytotox: 3.4; HSF-1 act: 7.3; HSF1 inh: -7.8; aSyn UTR inh: -19.3; Platelet DG rel: 4.0; KLF5 inhibitor: -3.3

What do the screens show for `CCOc1ccccc1N/C=C/C(=O)C(C)(C)C`?
HSP90 refold inh: -2.9; GSK3A inh: -3.4; GSK3B inh: -3.6; Dyrk1A ADPGlo: -3.1; IEC-6 cytotox: -1.7; HSF-1 act: 5.3; HSF1 inh: 4.5; aSyn UTR inh: 14.0; Platelet DG rel: 8.1; KLF5 inhibitor: -23.5

What do the screens show for `O=C(O)CC(CNC(=O)C1CCCN1C(=O)OCc1ccccc1)c1ccccc1` (stereo not drawn)?
HSP90 refold inh: -5.1; GSK3A inh: 0.2; GSK3B inh: 1.5; Dyrk1A ADPGlo: 2.9; IEC-6 cytotox: -11.4; HSF-1 act: -1.7; HSF1 inh: -7.4; aSyn UTR inh: -6.1; Platelet DG rel: 1.9; KLF5 inhibitor: -24.0

Results for CCc1nccn1CCC(=O)N1CCc2c([nH]c3ccccc23)C1CC(C)C (stereo not drawn) ?
HSP90 refold inh: 2.1; GSK3A inh: -0.7; GSK3B inh: 3.7; Dyrk1A ADPGlo: 13.7; IEC-6 cytotox: -2.3; HSF-1 act: -14.6; HSF1 inh: -1.6; aSyn UTR inh: 5.9; Platelet DG rel: -0.6; KLF5 inhibitor: -3.4

What do the screens show for `CS(=O)(=O)Nc1cccc(-c2cn3c(n2)SCC3)c1`?
HSP90 refold inh: 5.2; GSK3A inh: 2.0; GSK3B inh: -27.6; Dyrk1A ADPGlo: -4.8; IEC-6 cytotox: 5.1; HSF-1 act: 16.8; HSF1 inh: -5.4; aSyn UTR inh: -1.2; Platelet DG rel: 3.5; KLF5 inhibitor: -14.0

What do the screens show for `CCN(CC(=O)Nc1c(F)cccc1F)C(=O)c1ccccc1F`?
HSP90 refold inh: 4.2; GSK3A inh: -3.6; GSK3B inh: 0.4; Dyrk1A ADPGlo: 0.5; IEC-6 cytotox: 0.8; HSF-1 act: -10.1; HSF1 inh: -5.7; aSyn UTR inh: 14.3; Platelet DG rel: 6.0; KLF5 inhibitor: -10.0

Results for Cc1nc(Sc2ccc(Cl)cc2)c(C#N)c(C)c1[N+](=O)[O-] ?
HSP90 refold inh: 1.5; GSK3A inh: -0.5; GSK3B inh: -3.7; IEC-6 cytotox: 2.1; HSF-1 act: 39.6; HSF1 inh: 16.4; aSyn UTR inh: -59.9; Platelet DG rel: -37.3; KLF5 inhibitor: -26.1

What do the screens show for `Clc1ccc(N=C2SCCS2)cc1`?
HSP90 refold inh: 2.4; GSK3A inh: 3.5; GSK3B inh: 3.5; Dyrk1A ADPGlo: -15.6; IEC-6 cytotox: 1.9; HSF-1 act: -3.6; HSF1 inh: 4.6; aSyn UTR inh: -60.7; Platelet DG rel: -7.5; KLF5 inhibitor: -19.6

Results for CN1CCN(CC#CCC2(O)c3ccccc3-c3ccccc32)CC1 ?
HSP90 refold inh: -0.1; GSK3A inh: 0.1; GSK3B inh: -0.8; Dyrk1A ADPGlo: -2.7; IEC-6 cytotox: 4.4; HSF-1 act: -6.5; HSF1 inh: -2.4; aSyn UTR inh: 4.7; Platelet DG rel: -0.5; KLF5 inhibitor: -7.1

How did Cc1ccc2c(CSc3nnnn3C)cc(=O)oc2c1 do in these assays?
HSP90 refold inh: 1.6; GSK3A inh: -0.2; GSK3B inh: 5.7; Dyrk1A ADPGlo: -0.2; IEC-6 cytotox: -3.5; HSF-1 act: 22.5; HSF1 inh: 10.5; aSyn UTR inh: -4.8; Platelet DG rel: 0.4; KLF5 inhibitor: 11.8

Not all compounds are listed; the hit share may differ from the screen's.
